human PMI inhibitors: MPI inhibition at elevated mannose 6-phosphate – biochemical, fluorescence intensity, high mannose 6-phosphate, primary screen (AID 1220). recombinant PMI enzyme, coupled fluorescence intensity; higher % means a stronger effect. inhibition, % at 20 µM; hits with a dose series show IC50 in µM. 190,000 tested, 0.66% active
WT yeast gro inh: growth inhibition of WT yeast, mitochondrial fusion screen | mitochondrial fusion phenotypic screen, WT strain | inhibition, % at 10 µM | 190,000 tested, 2.1% active; in the data active means inhibition above about 58%; tested in S. cerevisiae
XIAP displacement: XIAP antagonists, biochemical, IAP family, fluorescence polarization (AID 1018); XIAP BIR domain, fluorescence polarization peptide displacement; higher % means a stronger effect; one-dose displacement, % at 20 µM; IC50 in µM for titrated hits; 200,000 tested, 0.007% active; in the data active means displacement above about 50%; further: a part of the inactive calls stands beside numbers as strong as those of hits
TNAP activation fold: stimulation of alkaline phosphatase TNAP activity – biochemical, luminescent, no phosphate acceptor, uHTS, primary screen (AID 1001) | 200,000 tested, 0.03% active | one-dose activation fold at 20 µM; EC50 in µM for titrated hits | purified TNAP, luminescent activation assay, no phosphate acceptor; higher activation fold means a stronger effect; in the data active means activation fold from about 3, or a potency from the dose series; inactive means the rest, 99 in 100 with activation fold below about 1.6; further: many of its hits are not listed in these tables
human PMI inhibition: inhibitors of human PMI, primary screen, biochemical, fluorescence intensity, coupled assay (AID 1209); inhibition, % at 20 µM, or IC50 in µM where a hit was titrated; purified PMI enzyme, coupled fluorescence intensity; higher % means a stronger effect; 190,000 tested, 0.42% active;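 further: plate controls were DMSO vehicle for no effect and wells lacking substrate for full effect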
Salmonella PhoP GFP: inhibitors of PhoP regulon expression, primary screen, Salmonella Typhimurium, GFP reporter (AID 1863). S. Typhimurium PhoP-regulated promoter GFP reporter, 4 h; higher % means a stronger effect. one-dose inhibition, % at 50 µM; IC50 in µM for titrated hits. 300,000 tested, 0.16% active;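 active means inhibition over 29.93%, a cutoff 3 SD above the screen mean, later confirmed by dose response; inconclusive means inhibition over 29.93% but no dose response follow-up; inactive means inhibition at most 29.93% or unconfirmed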;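 further: 0% = low Mg2+ inducing control and 100% = high Mg2+ repressing control; strong numbers were not always called active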
SIAH1 antagonists: Siah-1 peptide-binding antagonists, primary screen, biochemical, fluorescence polarization, rhodamine-plectin, uHTS (AID 1817); Siah-1 / rhodamine-plectin peptide fluorescence polarization; higher % means a stronger effect; 290,000 tested, 0.02% active; displacement, % at 20 µM; hits with a dose series show IC50 in µM;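 active means displacement of at least 50% at 20 µM, with a fluorescence ratio check between 0.3 and a set limit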;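 further: plate controls were Siah plus tracer with DMSO for no effect and tracer alone without Siah for full effect; strong numbers were not always called active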
RSV antiviral HEp-2: inhibition of RSV-induced cytopathic effect – HEp-2 cells, primary 10 µM value included (AID 2391); 310,000 tested, 0.13% active; HEp-2 cells, RSV-induced CPE inhibition; higher % means a stronger effect; one-dose CPE inhibition, % at 10 µM; IC50 in µM for titrated hits; in the data active means a potency from the dose series; inconclusive means CPE inhibition mostly from about 23% at the one dose, without a potency; inactive means the rest, 99 in 100 with CPE inhibition below about 21%; further: strong numbers were not always called active
Myeloid diff MLP: promotes myeloid progenitor differentiation. calls only at 10 µM. ER-HoxA9 myeloid progenitors, lysozyme-GFP differentiation, flow cytometry. 360,000 tested, 1% active. AID 624256;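 active means normalized GFP-positive differentiation at or above the plate's own cutoff, the solvent-only control mean plus 3 SD; inconclusive means no clear call, values can overlap the other calls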;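 further: cells exposed to compound for four days before flow analysis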
WT yeast gro inh mutant strain: recorded beside WT yeast gro inh, whose call it bears; inhibition, %; mitochondrial fusion phenotypic screen, mutant strain inhibition
Myeloid diff MLP GFP+ MAC1+ %: further read-out of Myeloid diff MLP, marked with its call; GFP+ MAC1+ double positive, %; measured here: differentiation confirmed by MAC1 staining
Numbers without * were called inactive; i = inactive; ? = inconclusive; nt = not tested or not shown; + = active, no number. Unless noted, no stated cut-off is given here; in the data, active means inhibition above about 50%; inactive means the rest.

Fields – human PMI inhibitors | WT yeast gro inh | WT yeast gro inh mutant strain | XIAP displacement | TNAP activation fold | human PMI inhibition | Salmonella PhoP GFP | SIAH1 antagonists | RSV antiviral HEp-2 | Myeloid diff MLP | Myeloid diff MLP GFP+ MAC1+ %
- CC1(C)OC(=O)C(=CNc2ccc(F)cc2)C(=O)O1
  0% | 20 | 13 | 0.1% | 1.1 | -3% | 0% | -3% | 0.1% | i | 1.0
- CCOC(=O)/C(C(N)=NCCCO)=C(/O)c1ccccc1
  3% | -6 | -11 | -2.8% | 1 | 5% | 0% | 1% | 3.5% | i | 3.4
- CC1(C)S[C@@H]2[C@H](NC(=O)C(NC(=O)N3CCNC3=O)c3ccccc3)C(=O)N2[C@H]1C(=O)O (stereo partly specified)
  nt | nt | nt | nt | nt | nt | 8% | 2% | 0.1% | i | 0.3
- CSc1ncccc1C(=O)Nc1ccc(S(=O)(=O)Nc2nccs2)cc1
  10% | -7 | -5 | -12% | 1.1 | 6% | -18% | 8% | 0.4% | i | 0.1
- N#CN=C(c1ccccc1)c1ccccc1
  nt | nt | nt | nt | nt | nt | 3% | 2% | 1.3% | i | 4.3
- CCOc1ccc(N2C=Nc3ccc(OCC)cc3C2)cc1
  nt | nt | nt | nt | nt | nt | 1% | -2% | 1.9% | i | 0.4
- FC(F)Oc1cccc2cccnc12
  9% | -12 | -1 | -8.9% | 1.1 | -3% | -9% | 0% | 0.3% | i | 7.7
- c1ccc(-c2cccc(-c3ccccc3)n2)cc1
  nt | nt | nt | nt | nt | nt | 3% | 3% | 2.5% | i | 0.5
- COc1ccc(-c2c(C)nn(-c3ccccc3)c2N)cc1OC
  4% | -25 | -8 | -8.9% | 1.1 | 1% | -8% | 10% | -0.9% | i | 4.8
- CCOc1ccc(N(CC(=O)Nc2ccccc2Cl)S(C)(=O)=O)cc1
  nt | nt | nt | nt | nt | nt | 14% | -4% | -0.6% | i | 0.4
- COc1cc(C=O)ccc1OCC(=O)Nc1ccccc1N1CCOCC1
  nt | nt | nt | nt | nt | nt | -7% | 1% | 3.4% | i | 0.0
- S=C(Nc1ccc(Cl)cc1Cl)NC1CCN(Cc2ccccc2)CC1
  3% | 32 | 37 | -0.7% | 1.1 | 7% | -5% | -4% | 6.1% | i | 0.9
- Clc1cccc(/C=N/Nc2nnc(Cl)c3ccccc23)c1
  2% | 20 | 40 | 2.5% | 1 | -7% | 7% | 2% | 2.6% | i | 0.6
- CC(=O)N1CCN(S(=O)(=O)c2ccc(S(=O)(=O)N3CCCC(C)C3)cc2)CC1 (stereo unspecified)
  nt | nt | nt | nt | nt | nt | 6% | 1% | 2.0% | i | 0.2
- CCCN(CCC)C(=O)c1ccc2c(c1)N(Cc1ccccc1)C(=O)CS2=O (stereo unspecified)
  11% | 1 | -10 | -1.8% | 1.1 | 14% | -4% | -6% | 1.5% | i | 2.1
- CNC(=O)Cn1nc(-c2ccc(Cl)cc2)c2ccccc2c1=O
  nt | nt | nt | nt | nt | nt | 2% | -1% | 1.3% | i | 0.8
- COC(=O)c1cc(NC(=O)c2ccc(-c3ccccc3)cc2)ccc1Cl
  0% | 13 | 6 | -3.0% | 1.1 | 3% | 13% | 3% | 3.7% | i | 0.1
- COc1ccc2[nH]c3c(c2c1)CCn1c-3nc2ccccc2c1=O
  5% | -3 | 6 | -2.3% | 1 | 8% | -13% | -2% | 1.6% | i | 0.5
- Cc1cc(O)c(C(C)C)cc1C1(c2cc(C(C)C)c(O)cc2C)OC(=O)c2ccccc21
  nt | nt | nt | nt | nt | nt | -2% | 5% | -2.3% | i | 0.7
- COc1cccc(/C(O)=C/c2nc3ccc(C(=O)NCCc4cccc(C)c4)cc3[nH]c2=O)c1
  -6% | 11 | 2 | -7.9% | 1 | -4% | 23% | 5% | 3.0% | + | 17*
- Cc1nnc(NC(=O)c2ccc3ccccc3c2)s1
  nt | nt | nt | nt | nt | nt | -1% | 0% | 0.9% | i | 1.2
- O=C(Nc1ccc(O)cc1)c1ccc(NC(=O)c2ccco2)cc1
  nt | nt | nt | nt | nt | nt | -2% | -4% | 5.7% | i | 0.9
- O=C(c1ccco1)N1CCN(Cc2cccc([N+](=O)[O-])c2)CC1
  8% | -8 | -10 | -5.0% | 1.1 | 6% | -4% | 17% | 0.6% | i | 0.5
- CC(=O)c1cc(NC(=O)c2cccc(C(F)(F)F)c2)c(=O)oc1C
  -79% | 12 | 13 | -2.8% | 1 | -69% | -5% | -2% | 1.8% | i | 0.2
- CCS(=O)(=O)N1CCC(c2nc(-c3ccc(C(F)(F)F)cc3)no2)CC1
  -5% | 10 | 15 | 1.6% | 1.1 | -4% | 14% | 2% | -2.1% | i | 6.5
- O=C(Cc1cccc(Cl)c1)Nc1ccc(Br)cc1
  16% | 34 | -2 | -7.2% | 1.1 | 17% | 3% | 0% | ? | i | 0.2
- COc1ccc(OCC(O)CNCCOc2ccccc2OC)c(C(C)(C)C)c1 (stereo unspecified)
  nt | nt | nt | nt | nt | nt | -1% | 0% | 45% | i | 0.7
- c1coc(CN2CNc3nc4ccccc4n3C2)c1
  nt | nt | nt | nt | nt | nt | 14% | -7% | 1.2% | i | 1.5
- O=C(NCc1ccccc1)C1CCCN(C(=O)NCc2ccccc2)C1 (stereo unspecified)
  nt | nt | nt | nt | nt | nt | -3% | -1% | 1.2% | i | 0.5
- C/C(CC(=O)NCCCN1CCOCC1)=N\NC(=O)COc1ccc(C)cc1
  3% | 4 | -6 | -5.9% | 1.2 | 6% | 11% | 4% | 0.6% | i | 1.4
- COc1ccc2c(CC(=O)NCC3CCC(C(=O)O)CC3)cc(=O)oc2c1 (stereo unspecified)
  6% | 0 | -14 | -5.1% | 1.1 | 4% | 9% | 4% | 1.3% | i | 0.9
- COc1ccc(C2=Nc3ccc(Br)cc3C(c3ccccc3)N2CC(=O)NN)cc1 (stereo unspecified)
  -14% | -3 | -25 | -7.0% | 0.9 | 0% | 8% | -1% | 1.5% | i | 1.7
- C/C(=N\NC(=O)c1nnn(-c2nonc2N)c1-c1cccs1)c1cccc(O)c1
  nt | nt | nt | nt | nt | nt | 4% | 3% | 3.4% | i | 1.7
- CN1CCC(N(C)C(=S)NC(=O)C23CC4CC(CC(C4)C2)C3)CC1
  1% | -10 | 4 | -12% | 1.1 | 4% | -7% | 0% | 0.3% | i | 0.3
- COc1cc2cc(C(c3nnnn3C(C)(C)C)N3CCc4ccccc43)c(=O)[nH]c2cc1OC (stereo unspecified)
  29% | 45 | 32 | -28% | 1.1 | 10% | -17% | 1% | 2.0% | i | 5.9
- COc1cc(CNCCO)ccc1OCCc1ccccc1
  nt | nt | nt | nt | nt | nt | -2% | 8% | -0.6% | i | 0.3
- Cc1ccc(C(=O)CCC(=O)N2CCN(C(=O)c3ccco3)CC2)cc1
  -7% | -5 | -16 | -6.9% | 1 | -8% | 4% | -1% | -1.0% | ? | nt
- CCOCCn1c(SCc2ccc(F)cc2)nc2c1c(=O)[nH]c(=O)n2C
  10% | 4 | 2 | -5.4% | 1 | 6% | -2% | 2% | 1.1% | i | 1.9
- Cc1ccc(NC(=O)CCNCc2ccco2)cc1S(=O)(=O)N(C)C
  3% | 1 | 6 | -2.1% | 1.1 | 3% | 9% | -7% | -1.0% | i | 0.2
- Cc1nn2c(-c3cccc(NC(=O)c4ccco4)c3)nnc2c2ccccc12
  7% | 34 | 25 | -7.7% | 1 | 9% | -5% | 4% | 21% | i | 0.5
- Cc1nc2nc(SCC(=O)c3ccc([N+](=O)[O-])cc3)[nH]c2cc1Br
  -2% | -16 | -10 | -5.7% | 1 | 6% | 1% | -4% | 9.9% | i | 0.7
- Cc1cc(C)n2nc(SCC(=O)NC(=O)NCc3ccco3)nc2n1
  -16% | 9 | 10 | -7.3% | 1.1 | -28% | -10% | 4% | 1.2% | i | 0.8
- CCn1c(C)c(C(=O)O)c2cc(OC)c3ccccc3c21
  nt | nt | nt | nt | nt | nt | -2% | -4% | 2.6% | i | 0.9
- COc1cccc(Cn2cccc(NC(=O)NCc3ccccc3)c2=O)c1
  nt | nt | nt | nt | nt | nt | 6% | -2% | 15% | i | 0.4
- CCCOC1OC(=O)c2c1ccc(OC)c2OC (stereo unspecified)
  5% | -1 | -13 | -2.5% | 1.1 | 15% | -6% | 4% | 1.1% | i | 1.0
- CC(C)C(=O)N=c1sc2cccc(F)c2n1C
  nt | nt | nt | nt | nt | nt | -4% | 10% | 47% | i | 0.0
- O=C1NC(=Nc2cccc([N+](=O)[O-])c2)SC1(CO)CO
  nt | nt | nt | nt | nt | nt | 11% | 8% | 0.9% | i | 0.6
- CCCS(=O)(=O)c1c(S(=O)(=O)CCC)c2cnccn2c1C(=O)c1ccc(Cl)cc1
  -8% | 2 | 16 | -8.9% | 1 | -5% | -6% | -2% | 0.0% | i | 1.2
- COc1ccc(NC(=S)N2CCC(N(C)CC3CCCO3)CC2)cc1 (stereo unspecified)
  14% | -3 | 4 | -18% | 1 | 17% | 2% | 0% | 0.6% | i | 0.5
- COC(=O)c1cc(NS(=O)(=O)c2ccc(N3CCC(C)CC3)c([N+](=O)[O-])c2)cc(C(=O)OC)c1
  4% | 1 | 1 | -3.3% | 1 | 20% | -3% | 9% | ? | i | 0.3
- O=C(NCc1ccccn1)c1ccc(Cl)c(S(=O)(=O)N2CCCCC2)c1
  16% | 6 | 3 | -6.8% | 1.2 | 6% | 4% | -2% | -1.2% | i | 0.1
- CCCCc1nc(N2CCOCC2)c(C#N)c2c1COC(C)(C)C2
  12% | 9 | 24 | -2.6% | 1 | 14% | -4% | -1% | 2.3% | i | 0.6
- O=C(Cn1ncc2c(=O)oc3ccccc3c21)N1CCCc2ccccc21
  1% | -42 | -31 | -0.3% | 1.1 | 0% | -9% | 0% | 1.5% | i | 0.6
- COc1ccc(C2C(C(=O)NCC3CCCO3)c3cc(OC)c(OC)cc3C(=O)N2C)cc1OC (stereo unspecified)
  16% | 11 | 4 | -4.0% | 1 | 13% | 0% | 4% | 2.8% | i | 1.1
- Cc1ccccc1S(=O)(=O)/N=C(/c1ccccc1)N1CCOCC1
  -2% | -10 | 2 | -9.1% | 1.1 | 0% | 5% | -4% | 0.3% | i | 0.3
- Cn1cnnc1Sc1ccc(/C=C/C(=O)c2ccc(O)cc2)cc1[N+](=O)[O-]
  -5% | -50 | 6 | -1.0% | 0.9 | -8% | 1% | -7% | 1.1% | i | 0.3
- COc1ccc(C(=O)COC(=O)CCC(=O)c2cccs2)cc1
  -31% | -5 | -18 | -2.1% | 1.1 | -48% | -9% | 8% | 0.2% | i | 0.2
- CCCCCn1c(=O)[nH]c2cc(C(=O)O)ccc2c1=O
  -5% | 6 | 7 | -11% | 1 | -2% | -1% | -7% | 1.1% | i | 1.1
- Cc1cc([N+](=O)[O-])nn1CC(=O)NCc1cccs1
  7% | 27 | 25 | -2.5% | 1 | -15% | 4% | 0% | 1.5% | i | 0.6
- CS(=O)(=O)N(CC(=O)N1CCCCC1)c1sc2c(c1C#N)CCCC2
  nt | -15 | 3 | nt | nt | nt | 10% | nt | 1.1% | i | 0.9
- COc1ccc(CC(=O)Nc2nnc(C(C)(C)C)s2)cc1OC
  -5% | 2 | 1 | -3.4% | 1.1 | -3% | -8% | -1% | 12% | i | 0.5
